High-throughput results deposited in PubChem by The Scripps Research Institute Molecular Screening Center.
ADAM17 inh: ADAM17 inhibitors, primary screen, biochemical, QFRET; Disintegrin and metalloproteinase domain-containing protein 17 (Homo sapiens), P78536; recombinant ADAM17, EDANS/DABCYL FRET peptide cleavage; inhibition, % at 6.95 µM; 370,000 compounds, 0.83% hits; AID 720648, 2013;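 active = inhibition above the mean of compounds lying between control limits plus 3 SD, set per campaign, cut at about 8.5% in these data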;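 also: 0% = DMSO-only wells as the low control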
DDE Tn6 FP inh: inhibitors of Tn6 peptide binding to fibrin DD(E), primary screen, biochemical, fluorescence polarization, human fibrin, Tn6 probe | Fibrinogen beta chain (Homo sapiens), P02675 | Fibrin DD(E) TRITC-Tn6 fluorescence polarization displacement | inhibition, % at 8.3 µM | 370,000 compounds, 0.21% hits;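 active = inhibition above a per-campaign cutoff: mean of compounds within control limits plus 3 SD, cut at about 15% in these data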;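 also: 0% = median of all compound wells on the plate and 100% = blocking peptide control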
DDE Tn7 FP inh: inhibitors of Tn7 peptide binding to fibrin DD(E), primary screen, biochemical, fluorescence polarization, human fibrin, Tn7 probe; FP displacement of FITC-Tn7 peptide from fibrin DD(E); 0% = median of compound wells per plate; inhibition, % at 8.3 µM; 370,000 compounds, 0.13% hits; AID 720508, 2013;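 active = inhibition above the mean of compounds falling within the control limits plus 3 SD of them, cut at about 14% in these data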;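 also: 0% = plate median of compound wells and 100% = 10 µM Aha-Tn7 peptide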
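Assay system: human fibrin DD(E) protein / Input: 2 µM fibrin DD(E) / Benchmarks: high control of 10 µM Aha-Tn7 peptide / Measured by: fluorescence polarization of the labelled Tn7 tracer / Medium: Tris buffer with calcium and detergent, pH 7.8 / Timing: 10 min compound pre-incubation, 3 h probe incubation at room temperature / Repeats: one replicate per compound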
proKLK7 act: proKLK7 zymogen activators, primary screen, biochemical, fluorescence intensity. 370,000 compounds, 0.9% hits. Kallikrein-7 (Homo sapiens), P49862. purified proKLK7, EDANS-DABCYL substrate fluorescence; 100% is mature enzyme control, 0% vehicle. activation, % at 7 µM. AID 652039, 2013;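 active = activation above the mean of all tested compounds plus 3 SD, computed per campaign excluding outliers beyond control limits, cut at about 13% in these data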
Target sequence (P49862 whole entry, looked up): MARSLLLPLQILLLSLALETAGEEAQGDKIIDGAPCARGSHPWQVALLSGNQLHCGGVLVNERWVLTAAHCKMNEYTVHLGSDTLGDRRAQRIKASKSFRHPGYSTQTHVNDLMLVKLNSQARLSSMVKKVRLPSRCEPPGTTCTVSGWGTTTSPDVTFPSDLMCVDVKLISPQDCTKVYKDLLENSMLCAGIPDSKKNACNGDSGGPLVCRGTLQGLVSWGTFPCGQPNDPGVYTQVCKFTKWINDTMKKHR
PLC-gamma1 inh: PLC-gamma1 enzyme inhibitors, primary screen, biochemical, fluorescence, purified enzyme; 1-phosphatidylinositol 4,5-bisphosphate phosphodiesterase gamma-1 (Homo sapiens), P19174; fluorogenic substrate; inhibition, % at 12.2 µM; 370,000 compounds, 0.84% hits; in the data active = inhibition above about 9.5%
LEDGF integ inh: blockers of LEDGF/p75-dependent integrase strand transfer – biochemical, TR-FRET, high throughput, primary screen. HIV-1 integrase (with human LEDGF/p75). TR-FRET IN-LEDGF/p75 DNA integration, Eu/Cy5. inhibition, % at 3.7 µM. 370,000 compounds, 0.64% hits. AID 743269, 2014;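 active = inhibition above the screen-wide mean plus 3 SD, cut at about 13% in these data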;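 also: signal is the Cy5 over europium emission ratio at 671 and 618 nm; 0% = plate median of compound wells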
TDP2 inh: human TDP2 enzyme inhibitors, primary screen, biochemical, epi absorbance, recombinant enzyme | inhibition, % at 12.8 µM | 370,000 compounds, 0.34% hits | T5PNP hydrolysis, p-nitrophenol absorbance 415 nm | Tyrosyl-DNA phosphodiesterase 2 (Homo sapiens), O95551;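 active = inhibition above the mean of all tested compounds plus 3 SD, set per campaign, cut at about 25% in these data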;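 also: 0% = DMSO with enzyme and 100% = buffer with substrate but no TDP2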
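Assay system: recombinant human TDP2 / Reagent: T5PNP substrate at 5 mM, a TopII-DNA adduct mimic / Measured by: epi absorbance from released p-nitrophenol / Evaluation: % inhibition relative to enzyme-containing and enzyme-free wells / Control set: enzyme-free and DMSO wells / Replicates: each compound tested once, singlicate / Schedule: enzyme reaction with compound for 2 h at 37 °C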
ADAM10 inh: human ADAM10 inhibitors, primary screen, biochemical, QFRET, HTS | Disintegrin and metalloproteinase domain-containing protein 10 (Homo sapiens), O14672 | recombinant ADAM10, EDANS/DABCYL FRET peptide cleavage, 3 h | inhibition, % at 7 µM | 370,000 compounds, 0.62% hits | AID 720582, 2013;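 active = inhibition above a per-campaign cutoff equal to the mean of compounds falling between control-based bounds plus 3 SD, cut at about 20% in these data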;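 also: 0% = DMSO wells while the 100% control is not disclosed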
Target sequence (O14672 214-748 limits assumed): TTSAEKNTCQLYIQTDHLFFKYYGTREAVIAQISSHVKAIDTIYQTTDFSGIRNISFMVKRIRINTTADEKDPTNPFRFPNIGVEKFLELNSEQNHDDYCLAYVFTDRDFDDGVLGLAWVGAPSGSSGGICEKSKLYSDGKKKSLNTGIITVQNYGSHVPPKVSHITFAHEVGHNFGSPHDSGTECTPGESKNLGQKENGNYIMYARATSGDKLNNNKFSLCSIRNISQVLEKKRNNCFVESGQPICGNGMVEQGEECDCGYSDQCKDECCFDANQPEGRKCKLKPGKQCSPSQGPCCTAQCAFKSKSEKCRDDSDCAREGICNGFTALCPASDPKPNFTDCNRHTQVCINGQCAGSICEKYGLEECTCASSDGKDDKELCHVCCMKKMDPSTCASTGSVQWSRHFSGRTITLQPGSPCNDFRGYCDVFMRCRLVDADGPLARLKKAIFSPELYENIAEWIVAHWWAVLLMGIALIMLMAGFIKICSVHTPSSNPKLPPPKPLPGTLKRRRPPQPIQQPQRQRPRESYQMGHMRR
ASAP1 GAP inh: inhibitors of human ASAP1 ArfGAP activity, primary screen, biochemical, fluorescence polarization. Arf-GAP with SH3 domain, ANK repeat and PH domain-containing protein 1 (Homo sapiens), …. ASAP1-stimulated ARF1 GTP hydrolysis, GDP FP detection. inhibition, % at 16.5 µM. 360,000 compounds, 0.19% hits. AID 624377, 2012; in the data active = inhibition above about 25%;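 also: 0% = vehicle with enzyme and substrate and 100% = no enzyme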
ARFGAP1 inh: inhibitors of rat ARFGAP1 GAP activity, primary screen, biochemical, fluorescence polarization, GDP tracer | inhibition, % at 16.5 µM | Arfgap1-stimulated ARF1 GTP hydrolysis, GDP FP detection | ADP-ribosylation factor GTPase-activating protein 1 (Rattus norvegicus), Q62848 | 360,000 compounds, 0.26% hits;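 active = inhibition above a per-plate limit, mean inhibition of low control wells plus 3 SD, cut at about 25% in these data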;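 also: 0% = DMSO wells with enzyme and 100% = wells lacking Arfgap1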
Target sequence (Q62848 1-136 limits assumed): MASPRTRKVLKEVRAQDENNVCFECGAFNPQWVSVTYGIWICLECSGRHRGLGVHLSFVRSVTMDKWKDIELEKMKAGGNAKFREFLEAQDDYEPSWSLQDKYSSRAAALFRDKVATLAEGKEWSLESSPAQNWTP
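Material: rat Arfgap1 catalytic domain, aa 1-136; also added: human ARF1(Δ1-17)-GTP substrate; compound dosing: one concentration, 16.5 µM, DMSO 1.26%; incubation: GTP hydrolysis reaction 2 h at 25 °C; measured by: Tracer-displacement fluorescence polarization with EDTA stop, 620/688 nm; evaluation: % inhibition from polarization; repeats: one replicate per compound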
Active calls of the source: *; i = inactive; . = not tested or not shown; & = joins results of further samples.

No.	ADAM17 inh	DDE Tn6 FP inh	DDE Tn7 FP inh	proKLK7 act	PLC-gamma1 inh	LEDGF integ inh	TDP2 inh	ADAM10 inh	ASAP1 GAP inh	ARFGAP1 inh	molecule
1	2.9	-2.1	-2.8	-1.7	-49.0	5.2	-11.9	-15.4	-13.7	-0.8	CCCn1c(C)cc(-c2csc(NC(=O)CCc3nc4ccccc4c(=O)[nH]3)n2)c1C
2	-232.5	1.5	2.6	9.7	-239.2	21.1*	2.4	i	-9.6	-11.0	CCN1CCN(c2cc(C)c3cc(NC(=S)N4CCOCC4)ccc3n2)CC1
3	5.6	0.3	4.5	-0.6	0.8	-2.3	-7.7	16.5	4.6	-1.0	CCOC(=O)C1=C(COc2ccccc2)NC(=O)NC1c1ccc(Br)cc1 (centres undefined)
4	6.5	6.4	0.1	0.7	2.7	0.2	13.0	2.2	0.0	10.4	COc1ccc(-c2nc(CSCC(=O)N3CCN(c4cccc(C)c4)C(C)C3)c(C)o2)cc1OC (centres undefined)
5	-6.0	-1.7	-2.9	0.0	-6.4	2.4	9.5	-15.6	-10.1	-2.8	Fc1ccc(CCn2c(Cn3c(-c4cnccn4)nc4ccccc43)nc3ccccc32)cc1
6	-1.8	1.3	3.9	-0.3	-0.5	1.8	3.9	-5.0	.	.	C=CCN(CC#Cc1ccccc1)Cc1ccc(OC)cc1
7	-1.8	8.9	-1.3	0.5	10.7*	24.8*	73.4*	-15.1	35.5*	25.5*	O=C1Cc2ccccc2C(=O)N1
8	1.3	3.8	-4.5	-0.1	4.6	0.9	-1.0	11.2	-7.3	-1.2	N#Cc1cccc(CSc2ncnc(N)n2)c1
9	1.6	2.1	1.8	0.3	0.5	3.6	8.0	3.2	2.6	2.7	Cc1onc(-c2c(F)cccc2Cl)c1C(=O)NNC(=O)C1CCN(Cc2cccc(F)c2)CC1
10	-0.2	0.6	-4.0	0.0	-3.0	-3.1	-1.8	-1.0	1.7	9.2	CCSc1nnc(NC(=O)C(C)C)s1
11	1.8	-0.8	-2.3	0.3	0.8	0.4	-0.1	5.5	1.2	4.3	Cc1ccc(NC(=O)Cc2c[nH]c3ccccc23)cc1S(=O)(=O)N1CCCCCC1
12	2.8	3.7	-7.1	0.1	1.2	1.7	4.6	6.8	5.8	0.9	CC(=O)NCCC(=O)Nc1cc(S(=O)(=O)N2CCCCC2)ccc1Oc1cccc(C)c1
13	-0.6	-6.6	0.6	-0.3	2.2	0.1	-4.6	3.7	-6.2	1.2	Cc1ccc(OCCn2cc(/C=C3\C(=O)NN(c4ccccc4)C3=O)c3ccccc32)cc1
14	-2.3	-5.8	-9.2	-0.5	0.6	0.6	0.4	-11.5	11.9	-3.4	COc1ccc(N2CC(C(=O)NC3CC(C)(C)NC(C)(C)C3)CC2=O)cc1 (centres undefined)
15	1.6	-2.9	3.5	-0.5	-1.7	-1.1	1.9	5.0	-11.6	8.1	O=C(NCc1ccco1)C(=O)c1c[nH]c2ccccc12

No.	ADAM17 inh	DDE Tn6 FP inh	DDE Tn7 FP inh	proKLK7 act	PLC-gamma1 inh	LEDGF integ inh	TDP2 inh	ADAM10 inh	ASAP1 GAP inh	ARFGAP1 inh	molecule
16	-3.0	-1.7	4.3	-0.1	3.3	3.1	-4.5	-1.8	-3.9	-0.8	CCOC(=O)CC(NC(=O)c1cc2ccccc2oc1=O)c1cccc([N+](=O)[O-])c1 (centres undefined)
17	0.8	2.4	-4.2	-0.2	-3.1	-0.5	-8.6	5.7	-5.2	-1.1	CC(Sc1nc2sccc2c(=O)n1-c1ccccc1)C(N)=O (centres undefined)
18	-2.0	-4.2	3.0	-1.4	-14.9	-3.4	-1.6	-14.1	-3.9	0.8	Cc1cc(C)cc(C(=O)NC(=S)Nc2ccc(-c3cc4ccccc4oc3=O)cc2)c1
19	0.6	-3.6	-5.4	-0.5	-4.0	2.0	3.0	-3.2	0.3	-3.7	Cc1cccc(Cc2cnc(N3C(=N)SC(c4ccccc4)C3=O)s2)c1 (centres undefined)
20	-2.7	0.8	4.0	0.2	-0.7	-1.6	-7.8	-4.0	-5.8	4.5	CC(OC(=O)CCN1C(=O)C2CC=CCC2C1=O)C(=O)Nc1ccc(F)cc1 (centres undefined)
21	0.6	-1.5	3.7	0.5	2.7	-8.5	0.3	6.5	-0.1	-5.1	CSc1cccc(NC(=S)N(CCCN2CCCC2)Cc2cccn2Cc2ccc(Cl)cc2)c1
22	-1.5	2.8	-2.6	0.2	-0.3	0.7	-5.0	-10.2	-0.2	6.1	CCc1cc(=O)oc2c(C)c(OCC(=O)NCc3ccccn3)ccc12
23	-1.1	-8.5	8.7	-0.4	-1.5	-5.1	3.5	1.4	-2.6	0.6	Cc1ccc(C)c(/C=N/NC(=S)NC(C)C)c1
24	-0.3	-3.1	5.1	0.3	-2.3	-1.0	-0.8	6.4	-4.4	1.1	CCCCCCCCN1C(=O)[C@@H](CC(=O)N2CCSCC2)C[C@@]2(C(=O)OC)C1=C[C@H](C(C)(C)C)O[C@@H]2C
25	0.9	-0.9	0.2	0.1	2.9	2.0	-0.2	0.9	0.0	2.7	CCS(=O)(=O)CCSC1OC(COC(C)=O)C(OC(C)=O)C(OC(C)=O)C1OC(C)=O (centres undefined)
26	1.8	-1.8	-4.2	-0.7	-1.2	-5.8	-17.4	-17.5	9.3	10.0	CCN(CC(=O)Nc1ccccc1OC)C(=O)C1CCC1
27	-85.4	9.2	4.1	0.5	-162.0	-2.7	-3.5	-300.7	-10.6	-13.6	COc1ccc(-c2c3c(cc4ncn(Cc5ccccc5)c24)COC3=O)cc1
28	0.7&-1.5	-7.3&-0.2	3.8&3.5	0.0&-0.5	3.2&0.2	3.1&0.7	5.1&-2.1	5.6&9.5	-4.5&9.8	8.7&3.0	COCCN1C(=O)C(CC(=O)Nc2ccc(C(C)=O)cc2)SC1=Nc1ccccc1 (centres undefined)
29	10.4*	-2.3	0.9	-0.6	4.7	-1.5	-1.3	18.9	8.8	-2.6	CCC(C)c1ccc(O)c(NC(=O)c2cncc(Br)c2)c1 (centres undefined)
30	-2.9	-5.6	0.2	.	0.0	-0.9	6.7	-1.9	.	.	CCOc1ccc(CCNC(=O)c2ccccn2)cc1OCC

No.	ADAM17 inh	DDE Tn6 FP inh	DDE Tn7 FP inh	proKLK7 act	PLC-gamma1 inh	LEDGF integ inh	TDP2 inh	ADAM10 inh	ASAP1 GAP inh	ARFGAP1 inh	molecule
31	-41.9	0.3	-6.4	1.8	-49.6	-0.5	4.8	-129.4	-11.0	-2.1	Cc1ccccc1S(=O)(=O)Nc1nc2ccccc2nc1NCCO
32	-0.2	2.4	4.8	0.0	-10.5	-3.0	3.3	1.1	-10.0	-6.3	COCCCNC(=O)c1cc(Sc2ccc(F)cc2)nc2ccccc12
33	-10.4	-1.3	12.7	-0.9	-18.6	-4.3	6.5	-17.2	-14.1	-0.7	c1cncc(CNc2ccc3c(c2)OCO3)c1
34	-218.3	4.3	1.0	18.9*	-273.3	0.4	-11.4	i	-5.4	-7.9	COc1cccc(CN2CC(C(=O)NCCc3cn4cccnc4n3)CCC2=O)c1 (centres undefined)
35	-1.8	1.1	2.1	0.1	0.6	-0.2	6.9	-2.8	-4.2	-7.1	O=C(Nc1ccc(F)cc1)C(c1ccccc1)N1CCN(CC(=O)N2CCCC2)CC1 (centres undefined)
36	-0.1	5.5	2.7	-0.1	2.6	1.2	4.5	2.8	-0.9	-7.8	Cn1c(Cn2nnc3ccccc32)nnc1SCC(=O)c1ccc(F)cc1
37	-1.9	3.9	5.8	0.7	-11.7	-0.6	-1.0	4.6	2.2	4.9	CSCC[C@H](NC(=O)OC(C)(C)C)C(=O)N/N=C/c1cccc2nccnc12
38	-0.5	-1.3	2.7	-0.8	-0.6	-2.0	2.2	-1.8	-4.0	-6.5	CN(C(=O)c1ccccc1)C1(C)CCS(=O)(=O)C1 (centres undefined)
39	-0.3	11.1	12.7	-0.1	0.3	-0.8	-7.7	1.3	-13.4	-15.0	CCCNC(=O)C1(C)CCCN(C(=O)c2cc(F)cc(F)c2)C1 (centres undefined)
40	0.4	-5.5	-7.1	-0.6	4.8	3.5	9.6	2.8	-0.4	2.3	CC(=O)Nc1ccc(NC(=O)c2csc([C@@H]3C[C@H](O)[C@@H](CO)O3)n2)cc1
41	-2.8	-8.8	-1.4	-0.5	-1.4	-3.9	-5.8	-20.1	-10.2	10.8	C#CC(C)(C)NC(=O)CSc1nc2c(c(=O)n(C)c(=O)n2C)n1CCCC
42	-0.3	1.4	-3.6	0.2	3.5	1.3	-17.7	6.8	-0.5	-2.6	CCOc1ccc(CCNC(=O)CS(=O)Cc2nc(-c3ccc(C)cc3)oc2C)cc1OCC (centres undefined)
